Source: PubChem BioAssay (Southern Research Specialized Biocontainment Screening Center)
PhoP GFP inhibition – PhoP regulon inhibitors, Salmonella typhi PhoP promoter GFP reporter, confirmatory (AID 1850) | Salmonella Typhi PhoP-promoter GFP reporter, fluorescence, 4 h; higher % means a stronger effect | one-dose inhibition, % at 50 µM; IC50 in µM for titrated hits | 310,000 compounds, 0.33% hits; in the data active = a potency from the dose series; inconclusive = inhibition mostly from about 25% at the one dose, without a potency; inactive = the rest, 99 in 100 with inhibition below about 19%;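 also: 0% = induced wells with vehicle and 100% = uninduced wells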
M. tuberculosis HTS – M. tuberculosis growth inhibition, HTS (AID 449762); M. tuberculosis H37Rv growth inhibition, 7H9 media; higher % means a stronger effect; inhibition, % at 25 µM, or IC50 in µM where a hit was titrated; 330,000 compounds, 0.59% hits; in the data active = a potency from the dose series; inconclusive = inhibition above about 70% without an active follow-up result;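 also: bacterial growth assessed after seven days of incubation; strong numbers were not always called active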
VEEV TC-83 Vero – inhibitors of VEEV TC-83 cytopathic effect, confirmation, Vero cells (AID 588727); Vero cells, VEEV TC-83 cytopathic effect inhibition; higher % means a stronger effect; one-dose inhibition, % at 20 µM; IC50 in µM for titrated hits; 350,000 compounds, 0.13% hits; in the data active = a potency from the dose series; inconclusive = inhibition mostly from about 14% at the one dose, without a potency; inactive = the rest, 99 in 100 with inhibition below about 12%; also: strong numbers were not always called active
M. tuberculosis – growth inhibition of non-replicating M. tuberculosis (AID 488890). inhibition, % at 25 µM; hits with a dose series show IC50 in µM. 320,000 compounds, 0.39% hits. Mycobacterium tuberculosis non-replicating, growth inhibition; higher % means a stronger effect; in the data active = a potency from the dose series; inconclusive = inhibition mostly from about 82% at the one dose, without a potency; inactive = the rest, 99 in 100 with inhibition below about 76%;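 also: plate controls were DMSO cells for no effect and high antibiotic wells for full effect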
H1N1 NS1A inhibition – H1N1 influenza NS1A inhibitors, functional cell based assay (AID 504329); NS1A functional cell-based assay, percent inhibition; higher % means a stronger effect; inhibition, % at 12.5 µM; hits with a dose series show IC50 in µM; 340,000 compounds, 0.3% hits; in the data active = a potency from the dose series; inconclusive = inhibition above about 27% without an active follow-up result; also: strong numbers were not always called active
VEEV TC-83 Vero 10K pilot screen – recorded beside VEEV TC-83 Vero, whose call it bears; inhibition, %; measured here: 10K pilot screen inhibition
An asterisk follows results filed as active; i = inactive; ? = inconclusive; . = not tested or not shown. Random draw from the library; any-hit rate near 1.5%.

SMILES	PhoP GFP inhibition	M. tuberculosis HTS	VEEV TC-83 Vero	M. tuberculosis	H1N1 NS1A inhibition	others
Cc1cccc(C)c1NC(=O)CSc1nnc(C)c(=O)[nH]1	-7.3%	4.9%	2.9%	1.4%	-3.4%
O=C(Nc1nnc(S(=O)(=O)N2CCCCCC2)s1)c1cccc(Br)c1	-9.7%	1.6%	3.9%	.	-5.7%
Cc1ccc(C)c(N2CCN(C(c3ccncc3)c3nnnn3Cc3ccccc3)CC2)c1 (centres undefined)	7.5%	15.7%	0.5%	-1.6%	-11.9%
O=C(CSc1ccc(C(F)(F)F)cc1[N+](=O)[O-])NCCOc1ccccc1	-6.8%	-6.7%	0.1%	-1.0%	-0.4%
COc1cccc(C2CC(=O)NC(SC)=C2C#N)c1 (centres undefined)	2.9%	-0.5%	i	.	-3.0%
O=C(NCCCn1ccnc1)c1cccc(Br)c1	-4.6%	0.5%	1.0%	.	-5.0%
CC(NS(=O)(=O)c1ccc(Cl)cc1)C(=O)NCc1ccco1 (centres undefined)	-9.5%	-3.9%	i	4.6%	6.9%
COc1cc(OC)cc(C(=O)Nc2cccc(C(C)=O)c2)c1	2.0%	-3.9%	i	9.1%	0.0%
Cc1ccc(S(=O)(=O)NCCC2=CCCCC2)cc1	.	.	i	.	-1.9%
O=C(c1ccc(F)cc1)N1CCC2(CC1)OCCO2	-7.0%	6.1%	0.2%	-5.0%	1.9%
COc1ccc2c(c1OC)C(=O)OC2C/C(=N\NC(N)=O)c1ccccc1 (centres undefined)	2.5%	-3.1%	1.3%	-4.2%	-7.1%
CC(C)c1ccc(C(=O)N/N=C/c2cccc(Cl)c2Cl)cc1	4.4%	6.8%	2.5%	26.2%	2.1%
CC(=O)c1c(C)[nH]c(C(=O)OCC(=O)C(C)(C)C)c1C	-8.8%	-0.2%	0.6%	2.5%	5.7%
CSc1ccccc1C(=O)NC1CCCCC1	-13.5%	5.9%	1.8%	7.7%	-3.3%
Cc1cc(=O)[nH]c(N/N=C/c2c(C)nn(-c3ccccc3Cl)c2Cl)n1	-13.6%	3.9%	3.2%	40.4%	-4.9%
Cn1c(-c2cccs2)nc2ccccc21	-3.4%	1.1%	i	71.3%	9.8%
Cc1ccccc1-n1c(SCC(N)=O)nc2sc(-c3ccccc3)cc2c1=O	0.4%	57.9%	8.6%	25.9%	-19.2%
COc1ccc(NC(=O)CSc2nc3c(c(=O)n2-c2ccccc2)SCC3)c(OC)c1	2.5%	11.7%	0.5%	-3.9%	-5.1%
Cc1ccc(C[n+]2ccccc2)cc1	-11.9%	-0.6%	i	-7.4%	11.8%	VEEV TC-83 Vero 10K pilot screen=0.3
Cc1ccc(-c2nsc(SCC(=O)NCc3ccc4c(c3)OCO4)n2)cc1	-2.6%	3.9%	0.7%	?	1.8%
Cc1ccccc1Cn1nnc(-c2ccc(C(=O)O)cc2)n1	-0.1%	4.9%	1.1%	-0.2%	-2.9%
COc1ccc(C(=O)OCC(=O)NC(Cc2ccccc2)C(C)=O)cc1S(=O)(=O)N1CCCC1 (centres undefined)	.	.	1.6%	.	-4.1%
COc1ccc(C2=CC3=CC(=O)C(C)(O)C(=O)C3=CO2)cc1 (centres undefined)	5.0%	0.6%	.	-21.2%	.
O=C(O)c1ccc(COc2ccc3c4c(c(=O)oc3c2)CCC4)o1	-5.2%	-5.9%	1.7%	-3.2%	10.6%

Looked up by compound from the entries so far:
SMILES	PhoP GFP inhibition	M. tuberculosis HTS	VEEV TC-83 Vero	M. tuberculosis	H1N1 NS1A inhibition	others
COc1cccc(C2CC(=O)NC(SC)=C2C#N)c1 (centres undefined)	2.9%	-0.5%	i	.	-3.0%
O=C(O)c1ccc(COc2ccc3c4c(c(=O)oc3c2)CCC4)o1	-5.2%	-5.9%	1.7%	-3.2%	10.6%

More compounds.
SMILES	PhoP GFP inhibition	M. tuberculosis HTS	VEEV TC-83 Vero	M. tuberculosis	H1N1 NS1A inhibition	others
CCOCCCNC(=O)c1ccc2c(c1)ncn2C1CCCC1	1.5%	7.9%	1.0%	0.7%	-5.0%
Cc1cccc(C2CC(c3ccc(Cl)cc3)Nc3nc(N)nn32)c1 (centres undefined)	0.1%	-7.9%	2.8%	27.6%	-12.8%
CN1C(=O)N(C)C(=O)C2(Cc3ccccc3N3CCCC32)C1=O (centres undefined)	-2.3%	-4.6%	0.7%	11.6%	.
Cc1[nH]c2ccccc2c1CCN	-6.6%	?	5.9%	?	7.1%
Cn1cc(CCC(=O)N2CCCC(CCC(=O)NCc3ccccc3F)C2)cn1 (centres undefined)	1.6%	-0.4%	i	-0.1%	-17.1%
COc1cccc(-n2c(C)cc(/C=C3/C(=N)N4C(=NC3=O)SN=C4S(C)(=O)=O)c2C)c1	-4.3%	4.2%	2.3%	36.8%	7.9%
COc1ccccc1NC(=O)CSc1nnc2ccc(-c3cccnc3)nn12	7.4%	-1.6%	1.2%	3.2%	13.4%
O=c1c(Cl)c(NCc2ccccc2)cnn1C12CC3CC(CC(C3)C1)C2	-8.0%	-3.0%	0.1%	12.8%	18.3%
N#Cc1nnn(Cc2ccccc2)c1N	-1.4%	-5.9%	0.2%	-14.0%	-15.3%
CCC(C)N(C(=O)COC(=O)c1cc([N+](=O)[O-])ccc1N1CCOCC1)C1CCS(=O)(=O)C1 (centres undefined)	10.1%	-1.2%	8.6%	-6.4%	-4.2%
Fc1ccccc1C1CC(c2ccco2)=Nc2ccccc2S1 (centres undefined)	9.6%	45.5%	2.9%	?	-2.2%
CN(C(=O)CSc1nc2c(cnn2-c2ccccc2)c(=O)[nH]1)C1CCS(=O)(=O)C1 (centres undefined)	0.3%	-1.0%	.	1.2%	.
O=C1c2ccccc2C(=O)N1CCc1c(-c2ccccc2)[nH]c2ccccc12	.	.	7.8%	.	2.5%
CCc1cccc(NC(=O)COC(=O)c2cc([N+](=O)[O-])ccc2N2CCOCC2)c1	2.2%	1.7%	3.9%	25.2%	1.0%
Nc1nc(Sc2ccc([N+](=O)[O-])cc2[N+](=O)[O-])n[nH]1	1.4%	6.9%	3.0%	5.7%	-1.7%
O=S(=O)(NCC(O)c1ccccc1)c1cc(Cl)sc1Cl (centres undefined)	-4.8%	5.9%	1.1%	-10.6%	-4.2%
Cc1cccc(OCC(=O)NNc2c3ccccc3nc3ccccc23)c1	35.8%	6.9%	?	13.4%	3.5%
CCOC(=O)C1=C(O)C(=O)N(c2ccc(S(N)(=O)=O)cc2)C1c1ccc(OC)cc1OC (centres undefined)	15.0%	-8.3%	0.7%	-5.8%	-1.8%
COc1ccc(NC(=O)CSc2nc3[nH]ncc3c(=O)n2-c2ccccc2C)cc1OC	-5.9%	-0.8%	3.0%	-9.9%	0.1%
CCOC(=O)c1[nH]ncc1CN1CCCC(C(=O)c2cccc(OC(C)C)c2)C1 (centres undefined)	-9.8%	-0.6%	0.9%	-18.4%	-7.9%
O=C(O)CCc1ccc(-c2cccs2)n1NC(=O)c1ccco1	-1.7%	1.8%	1.1%	-8.2%	-4.7%
CN1CCN(CCCNC(=O)c2ccc3c(=O)n(CCc4ccccc4)c(=O)[nH]c3c2)CC1	7.2%	0.2%	2.5%	10.3%	-8.3%
Fc1cccc(F)c1-c1nc(-c2ccncc2)no1	-0.1%	2.9%	1.2%	-8.0%	-11.8%
Cc1cc(Br)ccc1NC(=O)CN(C)C(=O)C1CCN(C(=O)c2ccc(Cl)cc2)CC1	.	.	1.7%	.	-8.0%

Five compounds from above, sorted by formula weight, rising:
SMILES	PhoP GFP inhibition	M. tuberculosis HTS	VEEV TC-83 Vero	M. tuberculosis	H1N1 NS1A inhibition	others
N#Cc1nnn(Cc2ccccc2)c1N	-1.4%	-5.9%	0.2%	-14.0%	-15.3%
O=C(NCCCn1ccnc1)c1cccc(Br)c1	-4.6%	0.5%	1.0%	.	-5.0%
Cc1cc(=O)[nH]c(N/N=C/c2c(C)nn(-c3ccccc3Cl)c2Cl)n1	-13.6%	3.9%	3.2%	40.4%	-4.9%
Cc1ccc(-c2nsc(SCC(=O)NCc3ccc4c(c3)OCO4)n2)cc1	-2.6%	3.9%	0.7%	?	1.8%
Cn1cc(CCC(=O)N2CCCC(CCC(=O)NCc3ccccc3F)C2)cn1 (centres undefined)	1.6%	-0.4%	i	-0.1%	-17.1%

Continuation:
SMILES	PhoP GFP inhibition	M. tuberculosis HTS	VEEV TC-83 Vero	M. tuberculosis	H1N1 NS1A inhibition	others
CCC(C)(C)n1nnnc1C(c1cc2cccc(C)c2[nH]c1=O)N1CCN(C(=O)c2ccco2)CC1 (centres undefined)	-1.7%	-2.1%	2.9%	13.1%	5.9%
C=C1[C@@H](C)[C@H]2[C@H](Cc3ccccc3)NC(=O)[C@]23OC(=O)/C=C/[C@H](O)CCC[C@@H](C)C/C=C/[C@H]3[C@@H]1O	2.5%	0.1%	6.7%	51.7%	-0.6%
CC(C)NC(=O)NC(=O)CSc1nnc(-c2c[nH]c3ccccc23)o1	-4.9%	-4.4%	4.4%	72.0%	11.0%
COC(=O)c1nnn(-c2nc(N(C)C)nc(N(C)C)n2)c1C	-7.2%	0.1%	1.5%	6.2%	-8.8%
COc1ccc2c(-c3cc4ccc(OCc5ccc(F)cc5)cc4oc3=O)cc(=O)oc2c1	-18.5%	9.9%	1.1%	5.1%	-9.4%
COCCNc1nc(C)cc(-c2cc(-c3ccc(Cl)cc3)on2)n1	-4.5%	5.3%	0.6%	-1.6%	7.4%
O=S(=O)(Nc1cccc2nsnc12)c1ccccc1	-3.4%	-2.9%	i	21.0%	-5.0%
Nc1nnnn1/N=C/c1cccc(Br)c1	-5.7%	7.6%	0.2%	4.0%	-5.2%
N#Cc1ccc(C(=O)NC23CC4CC(CC(C4)C2)C3)cc1	-4.7%	5.8%	8.0%	12.9%	-6.9%
CCCCNC(=O)c1cccc(S(=O)(=O)N2CC3(C)CC2CC(C)(C)C3)c1 (centres undefined)	.	-7.2%	3.6%	28.5%	-8.7%
COCCNC(=S)Nc1cc(OC)c(NC(=O)c2ccco2)cc1OC	-1.9%	1.7%	1.6%	69.7%	1.4%
O=S(=O)(c1c(F)cccc1F)N1CCN(Cc2c(O)ccc3ccccc23)CC1	.	1.1%	0.9%	79.9%	-2.9%
Cc1ccc(-n2cc(-c3ccccc3)c3c(=O)[nH]cnc32)cc1	-4.8%	8.8%	i	63.1%	-2.2%
O=C(COc1ccc2c3c(c(=O)oc2c1)CCCC3)NCCN1CCOCC1	-1.2%	-5.1%	1.3%	13.8%	7.0%
C[C@H](CO)N1C[C@H](C)[C@@H](CN(C)Cc2ccc(C(=O)O)cc2)Oc2c(NC(=O)C3CC3)cccc2C1=O	.	4.2%	0.3%	0.5%	-29.5%
CC1C(=O)C(C)C(c2ccco2)NC1c1ccco1 (centres undefined)	-3.5%	1.3%	i	-26.0%	-7.7%
O=C(Nc1c(Cl)ccc2nsnc12)c1ccc([N+](=O)[O-])o1	91.4µM*	?	6.5%	?	2.2%
CCOC(=O)c1sc(N(Cc2ccccc2)C(=O)COC(=O)c2cnccn2)nc1C	2.3%	-5.4%	1.9%	-20.8%	8.2%
COc1cc(-c2nc(-c3ccc(NC(=O)c4ccc(Br)o4)cc3)no2)cc(OC)c1OC	-13.1%	-1.3%	7.1%	26.3%	-1.0%
CC(C)(C)C1CCc2[nH]nc(C(=O)O)c2C1 (centres undefined)	-0.4%	-2.2%	2.0%	38.9%	-1.3%
CCC(C)NC(=S)N(CCc1ccccc1)Cc1cc2cc(OC)c(OC)cc2[nH]c1=O (centres undefined)	-0.8%	1.1%	7.7%	-18.2%	3.7%

Entries listed so far that contain a tert-butyl group, in the order listed:
SMILES	PhoP GFP inhibition	M. tuberculosis HTS	VEEV TC-83 Vero	M. tuberculosis	H1N1 NS1A inhibition	others
CC(=O)c1c(C)[nH]c(C(=O)OCC(=O)C(C)(C)C)c1C	-8.8%	-0.2%	0.6%	2.5%	5.7%
CC(C)(C)C1CCc2[nH]nc(C(=O)O)c2C1 (centres undefined)	-0.4%	-2.2%	2.0%	38.9%	-1.3%
